UPR XBP1 act – activators of adaptive XBP1 UPR arm, primary screen, cell-based, CHO-XBP1 luciferase reporter, luminescence, uHTS. 330,000 tested, 0.33% active. IRE1-XBP1 UPR activation; percent of tunicamycin response, DMSO as zero. activation, % at 20 µM. AID 463104, 2010;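 active means versus positive control, 20 µM dose yields 30% or more activation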;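 further: 100% = tunicamycin at 10 µg/mL and 0% = DMSO only wells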
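incubation = overnight seeding at 37 °C, 6 h compound treatment at 37 °C | assay system = CHO-XBP1 cells stably carrying IRE1-XBP1-driven luciferase reporter | input = 1000 cells per well | detection = luciferase luminescence | dosing = single point, 20 µM final compound, 1% DMSO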
CHOP UPR activ – activators of apoptotic CHOP UPR arm, primary screen, cell-based, CHO-CHOP luciferase reporter, luminescence, uHTS; UPR activation; percent of tunicamycin response over DMSO baseline; activation, % at 10 µM; 330,000 tested, 0.34% active; AID 449763, 2010;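 active means at 10 µM dose, activation of 40% or more, normalized to positive control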;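 further: 100% = tunicamycin at 10 µg/mL and 0% = DMSO alone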
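System: CHO-CHOP luciferase reporter cell line; amount: 500 cells/well; buffer or medium: F12 medium containing 10% fetal bovine serum; incubation: 6 h compound exposure at 37 °C after overnight seeding; measured by: luciferase luminescence after 10 min with Steady-Glo reagent; evaluation: % reporter activation, DMSO baseline versus tunicamycin full activation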
APJ antag – antagonists of human apelin receptor APJ, primary screen, CHO-K1 cells, beta-arrestin complementation, luminescence; P35414; inhibition, % at 20 µM; 330,000 tested, 0.32% active;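 active means inhibition above about 40% at 20 µM, limit read from the data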;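 further: cells challenged with 10 nM apelin-13 agonist together with compound; plate controls were apelin-13 plus DMSO wells for no effect and DMSO wells lacking apelin-13 for full effect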
Target sequence (P35414 whole entry, looked up): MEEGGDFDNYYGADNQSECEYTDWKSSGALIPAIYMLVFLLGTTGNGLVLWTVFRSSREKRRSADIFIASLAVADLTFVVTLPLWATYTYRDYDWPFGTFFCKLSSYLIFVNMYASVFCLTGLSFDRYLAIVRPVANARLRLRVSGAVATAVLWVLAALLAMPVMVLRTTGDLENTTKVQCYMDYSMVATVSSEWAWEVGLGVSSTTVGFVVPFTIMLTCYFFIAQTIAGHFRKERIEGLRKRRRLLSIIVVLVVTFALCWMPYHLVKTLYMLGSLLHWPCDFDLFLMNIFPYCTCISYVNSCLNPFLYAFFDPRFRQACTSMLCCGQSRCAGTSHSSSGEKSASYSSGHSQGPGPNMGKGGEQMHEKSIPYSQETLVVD
CXCR6 block – CXCR6 receptor inhibitors, primary screen, cell-based, beta-arrestin, luminescence, CHO-K1 PathHunter, 1536-well; inhibition, % at 20 µM; 360,000 tested, 0.36% active; AID 602244, 2012; C-X-C chemokine receptor type 6 (Homo sapiens), O00574; in the data active means inhibition above about 34%, passing the limit was not always enough;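 further: antagonist mode with CXCL16 agonist at 10 nM final; 0% = 10 nM CXCL16 with DMSO and 100% = unstimulated wells without agonist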
Target sequence (O00574 whole entry, looked up): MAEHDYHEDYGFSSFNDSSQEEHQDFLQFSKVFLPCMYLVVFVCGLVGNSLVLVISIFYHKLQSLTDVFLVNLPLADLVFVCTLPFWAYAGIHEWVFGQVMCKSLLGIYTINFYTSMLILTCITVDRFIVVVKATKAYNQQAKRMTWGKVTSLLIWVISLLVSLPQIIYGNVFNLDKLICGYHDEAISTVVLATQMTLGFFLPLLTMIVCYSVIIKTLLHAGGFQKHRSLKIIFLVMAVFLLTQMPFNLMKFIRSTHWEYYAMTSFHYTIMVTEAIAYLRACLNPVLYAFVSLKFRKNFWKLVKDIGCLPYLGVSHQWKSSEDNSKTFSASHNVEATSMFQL
tim10-1 inh – growth inhibitors of tim10-1 mutant yeast, primary screen, luminescence, uHTS | S. cerevisiae tim10-1 ts strain growth, BacTiter-Glo, 24 h | inhibition, % at 20 µM | 330,000 tested, 2.2% active | AID 463190, 2010;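 active means inhibition of at least 40%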;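 further: mutant grown at 25 °C; 0% = DMSO wells with yeast and 100% = wells holding no yeast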
Mdm2 MdmX PPI – inhibitors of human Mdm2-MdmX association, primary screen, cell-based, luminescence, split luciferase, SaOS-2, uHTS. Protein Mdm4 (Homo sapiens) + E3 ubiquitin-protein ligase Mdm2 (Homo sapiens), …. SaOS-2 split-luciferase Mdm2/MdmX complementation. inhibition, % at 8 µM. 330,000 tested, 3% active. AID 485346, 2010;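 active means inhibition of at least 50% at 8 µM in the primary screen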
tim23-1 inh – growth inhibitors of tim23-1 mutant yeast, primary screen, luminescence, uHTS | S. cerevisiae tim23-1 growth, BacTiter-Glo luminescence, 24 h | inhibition, % at 20 µM | 330,000 tested, 1.3% active;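 active means growth inhibition of the mutant yeast at or above 50%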;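 further: temperature-sensitive mutant grown at 25 °C; plate controls were DMSO-treated mutant yeast for no effect and medium wells lacking yeast for full effect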
APJ ag – agonists of human apelin receptor APJ, primary screen, CHO-K1 cells, PathHunter beta-arrestin, luminescence | P35414 | 0% DMSO wells, 100% apelin | activation, % at 20 µM | 330,000 tested, 0.11% active | AID 2520, 2010;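 active means activation more than six SD over the plate average, tested at 20 µM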;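 further: 0% = DMSO alone and 100% = apelin-13 at 10 nM; some results filed as inactive read as strong as hits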
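Test system: CHO-K1 APJ beta-arrestin complementation cell line | Compound: Single test compound dose, 20 µM final, 1% DMSO | Incubation: Compound 90 min 25 °C, reagent 1 h | Measured by: beta-gal luminescence | Read-out basis: APJ–arrestin association signal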
TIM10 inh – growth inhibitors of isogenic TIM10 control yeast, primary screen, counter-screen for tim10-1 yeast inhibitor project, luminescence, uHTS. inhibition, % at 10 µM. AID 463195, 2010. S. cerevisiae TIM10 strain growth, BacTiter-Glo luminescence, 24 h. 330,000 tested, 1.4% active;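 active means inhibition of 40% or more at the single tested concentration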;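 further: wild-type TIM10 isogenic control strain grown at permissive 25 °C; 0% = DMSO yeast wells and 100% = minimal medium wells without yeast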
* marks the source's active call; other numbers are inactive results. An excerpt; rates above refer to the full screens.

SMILES | UPR XBP1 act | CHOP UPR activ | APJ antag | CXCR6 block | tim10-1 inh | Mdm2 MdmX PPI | tim23-1 inh | APJ ag | TIM10 inh
C/C(=N\NC(=O)c1ccc(N(C)C)cc1)c1cccnc1 | 0 | 5.6 | 11 | -9 | -12 | -16 | 11 | 6 | 18
O=C(CCNC(=O)c1ccc(Br)cc1)NCc1ccco1 | -3 | 0.0 | 15 | 4 | -5 | -2 | 6 | 0 | -9
CC(NC(=O)CSc1nc2c(cc1C#N)CN(C)CC2)c1ccccc1 (stereo unspecified) | 3 | 0.1 | -8 | 5 | 8 | 1 | 18 | 1 | 22
COC(=O)c1ccc(-c2ncc[nH]2)cc1 | 0 | 1.0 | 1 | -2 | 3 | -4 | 1 | 0 | 0
CCN(CC)Cc1cc(CC(C(N)=O)C(N)=O)ccc1OC | 0 | 1.9 | -6 | -3 | 10 | 10 | 18 | -3 | 6
COc1c(O)cccc1-c1nnn(CCC(=O)OCC(=O)c2ccccc2)n1 | -4 | 0.9 | -2 | 0 | -4 | -3 | 9 | -6 | 6
CCCn1nnnc1NCc1c(F)cccc1Cl | 2 | 3.1 | 13 | 2 | 5 | -5 | 12 | -1 | 1
CC(=O)c1ccc(N(CC(=O)NC2CCCC2)C(=O)CCC(=O)Nc2cc(C)on2)cc1 | -2 | 0.1 | -2 | 4 | -8 | 1 | -1 | -1 | -11
CC(=O)N1CCCc2cc(S(=O)(=O)CCC(=O)N3CCN(c4cccc(C)c4)C(C)C3)ccc21 (stereo unspecified) | -4 | -1.2 | -2 | -4 | 8 | 13 | -6 | -2 | 0
CCCn1c(N)c(C(=O)COc2ccc(Br)cc2F)c(=O)n(C)c1=O | 0 | -1.9 | -7 | -5 | 3 | 28 | 10 | -4 | -1
CCOC(=O)C(=CNc1nc(-c2ccccc2)c(C(=O)Nc2ccc(-c3ccccc3)cc2)s1)C(=O)OCC | 209* | 73* | -16 | -3 | 10 | 71* | 4 | 12 | -3
COc1ccc(NC(=O)c2ccco2)cc1NC(=O)c1ccc(C#N)cc1F | -5 | 2.8 | -4 | -1 | -13 | 6 | -6 | 8 | 10
CC(=O)c1ccc(NC(=O)CCNS(=O)(=O)c2cc(Br)cnc2N)cc1 | -4 | 0.8 | 6 | -1 | -7 | 35 | 1 | -3 | -6
COc1ccc(-c2cn(Cc3ccc4c(c3)C(=O)c3ccccc3C4=O)nn2)cc1 | 1 | 0.9 | -108 | -10 | -17 | 2 | -4 | 19 | -27
Cc1ccc(S(=O)(=O)CCC(=O)N2CCc3ccccc32)cc1 | -4 | -0.7 | 3 | -10 | 12 | 6 | 28 | -4 | 3
COc1cc2c(cc1OC)C(C1C(=O)CC(C)(C)CC1=O)N(C(=O)CCl)CC2 (stereo unspecified) | -2 | -2.4 | 9 | -1 | -2 | 4 | 8 | -2 | -7
CCOC(=O)CC1C(=O)NCCN1S(=O)(=O)c1cc(Cl)c(Cl)cc1Cl (stereo unspecified) | 4 | -1.1 | 5 | -12 | 15 | 12 | 12 | 2 | 3
c1ccc(-c2ccc3c(c2)NC(C2Nc4cc(-c5ccccc5)ccc4O2)O3)cc1 (stereo unspecified) | -1 | 1.1 | -2 | 0 | -1 | -1 | 12 | 0 | 4
COc1ccc(-c2cn3cccnc3n2)cc1NC(=O)C1CCCC1 | 1 | 0.4 | 9 | 0 | 18 | 0 | 10 | -1 | 8
CCOC(=O)NNC(=O)CCn1c2c(c3ccccc31)CCCC2 | -1 | 0.0 | -22 | -2 | 23 | 50 | 23 | 0 | 3
CCCCn1c(N)c(N(CC(C)C)C(=O)c2cc(C)oc2C)c(=O)[nH]c1=O | -2 | -0.5 | 13 | -5 | 4 | -23 | -3 | -4 | -1
Cc1ccc(S(=O)(=O)N2CCOCC2)cc1C(=O)OCCOc1cccc(Cl)c1 | -4 | 0.3 | -13 | -8 | 38 | 12 | 6 | -5 | 3
COc1ccc(/C=N/NC(=O)CC(=O)NCc2cccnc2)cc1 | 2 | -1.7 | 25 | -4 | 6 | 25 | -5 | -2 | -10
COc1ccc2[nH]c(=O)c(CN(C(=O)c3ccncc3)C(C)C)cc2c1 | -1 | 0.8 | -5 | -2 | 5 | -15 | -4 | -3 | -4
Cc1ccc(S(=O)(=O)NCC(=O)N(CC2CCCO2)C(C(=O)NCC2CCCO2)C(C)C)cc1 (stereo unspecified) | 0 | -1.3 | 35 | -3 | -5 | 17 | 9 | -1 | 12
COc1ccccc1NC(=O)CCc1nc(-c2cccs2)no1 | 1 | -1.1 | 11 | -4 | 29 | 7 | -11 | -4 | 5
Cc1nc(N2CCOCC2)nc(OCCN(C)C)c1[N+](=O)[O-] | -1 | -1.1 | 3 | -1 | 12 | 8 | 18 | -1 | -5
Cc1cccc(C)c1NC(=S)N(CCN(C)C)C(C)c1cccnc1 (stereo unspecified) | -1 | -1.2 | -18 | 9 | 9 | 2 | 0 | -4 | -28
COc1cc(OC)cc(C(=O)NCC(=O)OCc2ccc(Cl)c(Cl)c2)c1 | 3 | 0.7 | 17 | 4 | 10 | 8 | 43 | -3 | 10
CC1(C)OC(=O)C(=CNc2ccccn2)C(=O)O1 | 0 | 0.9 | -15 | 4 | 6 | 8 | 5 | 1 | -5
COc1ccc(C(CNC(=O)c2cc(C)oc2C)N2CCOCC2)cc1 (stereo unspecified) | -1 | -1.9 | 19 | 4 | 45* | 2 | 17 | -1 | 2
COc1ccccc1Nc1nnc(SCC(=O)N2CCCC2=O)s1 | 4 | -0.4 | 4 | -2 | 18 | -26 | 12 | 4 | 4
CN(C)c1nc(F)c(F)c(S(=O)(=O)c2ccccc2)c1F | -5 | -0.3 | 15 | -2 | -2 | 18 | 23 | -5 | 17
CN(CC(=O)Nc1ccccc1Br)C(=O)c1cccnc1Nc1cccc(C(F)(F)F)c1 | -2 | -0.4 | -30 | -7 | 15 | 56* | 45 | 24 | -13
COc1ccc(-c2c(C#N)c(N)n(N)c(=O)c2C#N)cc1Cl | -1 | -0.6 | -21 | 0 | 5 | 15 | 11 | -5 | -3
CC(C)Oc1ccc(C(=O)NN2C(=O)NC3(CCCCC3)C2=O)cc1 | -2 | -0.7 | -3 | -8 | -11 | -8 | -10 | -3 | -1
CCOC(=O)c1ccccc1NC(=O)COC(=O)c1cc([N+](=O)[O-])ccc1N1CCOCC1 | 3 | -0.1 | -7 | -15 | 7 | 21 | 11 | -2 | 7
CC1CCN(CCCCOc2ccc(C(C)(C)C)cc2)CC1 | -1 | 1.0 | 3 | -1 | -71 | 1 | -19 | -1 | -4
CN(CC(=O)Nc1ccc(OC(F)(F)F)cc1)C(=O)Cc1ccc2c(c1)CCC2 | 2 | 0.9 | 16 | -5 | 5 | -19 | 7 | -3 | -6
Cc1c(CN2CC[C@@H](N3CCN(c4ccccn4)CC3)[C@H](O)C2)[nH]c2ccc(F)cc12 | -3 | -1.5 | -11 | -8 | 2 | 33 | 7 | 2 | -10
COc1cc(OC)c(OC)cc1CNC(=O)c1cc(=O)c2ccccc2o1 | 0 | 0.3 | 8 | 3 | 7 | 33 | 3 | -3 | 6
COc1ccc(C2(O)CCN(C(=O)NC3CCCCC3)CC2)cc1 | 5 | 0.3 | -8 | 0 | 2 | 12 | 11 | -1 | -2
CC(C)c1nnc(NC(=O)CCS(=O)(=O)c2nc(-c3cccs3)cc(C(F)(F)F)n2)s1 | -6 | 74* | -3 | 5 | 61* | 95* | 44 | -6 | 28
C=CCNc1ncnc2c1cnn2-c1ccc(OC)cc1 | -1 | 2.9 | -2 | -2 | 13 | -80 | 25 | -3 | 12
Cc1cc(C)c(NC(=O)COC(=O)C2CCC2)c(Cl)c1 | -1 | -0.8 | 15 | -1 | -13 | 2 | -8 | -7 | 5
CCOc1ccc(S(=O)(=O)Nc2cccc(C(=O)N3CCN(c4ccccc4O)CC3)c2)cc1 | 2 | 1.0 | -6 | -5 | 6 | -12 | 7 | 0 | 1
O=C(Cn1cc(C(=O)c2cccs2)c2ccccc21)NC1CCCCC1 | 0 | -2.5 | -9 | -7 | 25 | 18 | 29 | -2 | 8
CC1=C(CC/C(C)=N/NC(N)=S)C(C)(C)CCC1 | 58* | 151* | 22 | 46* | 24 | 10 | 16 | -4 | -26
CS(=O)(=O)N(CC(=O)Nc1ccc(Cl)c(Cl)c1)C1CCCCC1 | -4 | -0.4 | -20 | -9 | 35 | 11 | 36 | 0 | 28
O=C(Cn1cnc2c(OCc3ccccc3)ncnc21)NCCCc1ccccc1 | -1 | -1.1 | -7 | 7 | -3 | 12 | -7 | -3 | -3

Part of the list above in a different format:
> COc1ccc(-c2cn(Cc3ccc4c(c3)C(=O)c3ccccc3C4=O)nn2)cc1
  UPR XBP1 act: 1
  CHOP UPR activ: 0.9
  APJ antag: -108
  CXCR6 block: -10
  tim10-1 inh: -17
  Mdm2 MdmX PPI: 2
  tim23-1 inh: -4
  APJ ag: 19
  TIM10 inh: -27
> CC1(C)OC(=O)C(=CNc2ccccn2)C(=O)O1
  UPR XBP1 act: 0
  CHOP UPR activ: 0.9
  APJ antag: -15
  CXCR6 block: 4
  tim10-1 inh: 6
  Mdm2 MdmX PPI: 8
  tim23-1 inh: 5
  APJ ag: 1
  TIM10 inh: -5

Following part:
SMILES | UPR XBP1 act | CHOP UPR activ | APJ antag | CXCR6 block | tim10-1 inh | Mdm2 MdmX PPI | tim23-1 inh | APJ ag | TIM10 inh
Cc1cccc(-c2nnc(SCC(=O)Nc3cc(C)on3)n2C)c1 | -5 | 0.0 | -7 | 3 | -6 | 6 | 17 | 3 | -5
Cc1cccc(N2CCN(C(=O)NC3CCCCC3)CC2C)c1 (stereo unspecified) | -6 | 1.3 | 17 | -1 | 18 | 10 | 3 | 0 | -10
CCC(C)(C)NC(=O)C(c1cccnc1)N(C(=O)c1csnn1)c1ccc(C)cc1 (stereo unspecified) | 3 | -0.3 | -4 | -6 | 5 | 18 | 20 | -2 | 18
Cc1cc(NS(=O)(=O)c2ccc(NC(=O)NC(C)(C(F)(F)F)C(F)(F)F)cc2)no1 | -1 | 0.1 | -1 | -6 | 1 | 2 | 5 | -2 | 7
CCOC(=O)C(CC)n1cnc2c(oc3ccccc32)c1=O (stereo unspecified) | 1 | 1.1 | 3 | 1 | -6 | -21 | -24 | -2 | -13
COc1ccc(OCC(=O)N2CCC3(CC2)CC(=O)c2ccccc2O3)cc1 | -2 | 0.8 | -45 | 5 | -8 | 6 | 5 | -3 | 1
